High-throughput results from PubChem BioAssay.
TRPC6 activator – activators of mouse TRPC6 channel; hit rate 0.13% among 310,000; HEK293-TRPC6 membrane potential dye fluorescence; active compounds read high; Q61143; B-score at 10 µM; AID 2550;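 active means B-score of the integrated fluorescence ratio above library mean plus 3 SD, and starting fluorescence ratio within library mean plus 5 SD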;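 further: higher score means more depolarization so channel activation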
Target sequence (Q61143 whole entry, looked up): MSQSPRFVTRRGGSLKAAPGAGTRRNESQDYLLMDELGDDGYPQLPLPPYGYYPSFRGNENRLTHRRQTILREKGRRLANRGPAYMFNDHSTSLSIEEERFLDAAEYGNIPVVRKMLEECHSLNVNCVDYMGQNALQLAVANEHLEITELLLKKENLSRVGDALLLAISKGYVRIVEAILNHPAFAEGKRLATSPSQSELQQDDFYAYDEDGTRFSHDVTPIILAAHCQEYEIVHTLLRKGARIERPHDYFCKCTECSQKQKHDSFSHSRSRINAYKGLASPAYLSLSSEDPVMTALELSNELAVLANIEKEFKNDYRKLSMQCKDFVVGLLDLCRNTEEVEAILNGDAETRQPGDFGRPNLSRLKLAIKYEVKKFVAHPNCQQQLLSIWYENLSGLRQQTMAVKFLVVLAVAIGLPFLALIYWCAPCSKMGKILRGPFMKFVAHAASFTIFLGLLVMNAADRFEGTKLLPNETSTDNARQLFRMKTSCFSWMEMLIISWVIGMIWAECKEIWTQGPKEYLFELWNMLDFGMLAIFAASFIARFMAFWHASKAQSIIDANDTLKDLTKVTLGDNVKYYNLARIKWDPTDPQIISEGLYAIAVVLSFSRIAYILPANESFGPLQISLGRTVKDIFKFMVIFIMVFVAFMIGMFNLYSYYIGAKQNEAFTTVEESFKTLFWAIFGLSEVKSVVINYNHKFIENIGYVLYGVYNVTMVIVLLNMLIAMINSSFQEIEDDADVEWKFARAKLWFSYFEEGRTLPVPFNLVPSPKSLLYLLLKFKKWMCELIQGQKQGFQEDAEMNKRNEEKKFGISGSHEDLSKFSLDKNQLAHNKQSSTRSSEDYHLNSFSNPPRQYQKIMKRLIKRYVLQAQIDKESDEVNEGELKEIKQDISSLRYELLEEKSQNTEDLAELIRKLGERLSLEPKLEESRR
SKKanGAS inh – inhibitors of SKKanGAS S. pyogenes growth in kanamycin (SK-promoter or general growth effect); inhibition, % at 7.5 µM; hit rate 1.3% among 300,000; BacTiter-Glo, 6 h; AID 1662;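 active means mean replicate score, as percent of positive control median, at least 50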;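 further: strain carries kanamycin resistance gene driven by streptokinase promoter and grows in 40 µg/ml kanamycin; loss of luminescence reflects streptokinase promoter inhibition or plain growth inhibition; 0% = median of DMSO wells and 100% = positive control at its reference dose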
RGS4 act – potentiators or activators of RGS4; HEK293 M3R/inducible RGS4, carbachol calcium flux Fluo4; active compounds read low; hit rate 0.92% among 310,000; AID 463111; B-score at 10 µM;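 active means B-score of the integrated calcium signal more than 4 SD below the library mean, with starting fluorescence not abnormally high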;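 further: negative B-score means reduced calcium response which marks RGS4 activation or potentiation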
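System: HEK293 FlpIn-TREx cells, stable M3R, doxycycline-inducible RGS4. Timing: overnight RGS4 induction, 30 min dye load 37 °C, 20 min compound RT. Also added: carbachol, ECmax concentration. Measured by: Fluo4 fluorescence kinetic imaging of calcium. Evaluation: integrated calcium ratio converted to B score.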
TRPC6 inh – blocks the mouse TRPC6 cation channel; HEK293-TRPC6, membrane potential dye, ACh-evoked depolarization; active compounds read low; B-score at 10 µM; hit rate 1.1% among 310,000;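 active means B-score under library mean minus 3 SD, initial fluorescence not abnormally high, positive integrated signal ratio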;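 further: B-score derived from integrated fluorescence ratio over the kinetic read; more negative B-score means stronger inhibition of depolarization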
HIF act – HIF pathway transcriptional activation | U2OS HRE-luciferase reporter, luminescence; normalized: DMSO 0%, desferrioxamine 100% | hit rate 0.32% among 300,000 | AID 1910 | activation, % at 7.5 µM (by protocol);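 active means mean activation of at least 10% of the iron chelator positive control signal, with at least half of replicates also reaching 10%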
RGS4 block – inhibitors of human RGS4; B-score at 10 µM; P49798; hit rate 0.45% among 310,000; HEK293 M3R/RGS4 inducible, Fluo-4 calcium flux; active compounds read high; triggered by carbachol at its EC20;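 active means B-score, a plate-corrected calcium signal, over three deviations above library mean, with baseline fluorescence within five deviations of library mean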;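 further: RGS4 expression induced by doxycycline in cells with stable M3 receptor; B-score is computed from the integrated fluorescence ratio over baseline after carbachol; higher B-score means a larger calcium signal and so more RGS4 inhibition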
TRPC4 block – blocks the mouse TRPC4 cation channel. HEK293 TRPC4beta/mu-opioid, DAMGO-evoked Fluo4 calcium flux; active compounds read low. Q9QUQ5. hit rate 0.39% among 300,000. AID 2247. B-score at 10 µM;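 active means B-score over 3 SD under the library average, no early fluorescence shift, positive overall ratio signal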
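Test system – stable TRPC4beta/mu-opioid receptor HEK293 cells · Probe or stimulus – DAMGO, a submaximal dose followed by a maximal one · Dosing – one concentration per compound · Signal – Fluo4 calcium fluorescence by kinetic imaging, 5 s 1 Hz baseline · Evaluation – per-well B score of integrated baseline-normalized Fluo4 ratio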
MrgX1 ag – agonists of human MrgX1 receptor. Q96LB2. hit rate 0.44% among 310,000. B-score at 10 µM. AID 588627. MrgX1-HEK293 cells, Fluo-4 calcium fluorescence, agonist mode; active compounds read high;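 active means calcium response B-score plate-corrected fluorescence ratio at least 3 library SD, with starting fluorescence B-score inside 5 SD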
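Assay system: stable human MrgX1 HEK293 cell line. Quantity: 15,000 cells per well. Schedule: cells plated overnight, dye loaded 0.5 h 37 °C, 0.5 h room temperature. Detection: Fluo-4 NW calcium-flux fluorescence, kinetic read. Read-out basis: peak-minus-minimum fluorescence over baseline, converted to B scores. Control set: positive and negative control wells on each plate.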
Platelet DG rel – modulates dense granule release in human platelets | human platelet-rich plasma, SFLLRN dense granule ATP release, luminescence | inhibition, %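 (compounds screened at 7.5 µM in platelet-rich plasma)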 | hit rate 0.22% among 300,000 | AID 1663;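 active means mean replicate score, as percent of positive control, at or above 50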
MrgX1 PAM – allosterically activates human MrgX1 receptor signaling | Q96LB2 | MrgX1-HEK293, Fluo-4 calcium flux, FDSS; active compounds read high | B-score at 10 µM | hit rate 0.63% among 310,000;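 active means plate-corrected calcium response at least 3 library SD above typical, normal starting fluorescence, not activating the receptor alone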;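 further: compound read alongside a low EC10 to EC30 dose of BAM8-22 agonist; peak minus trough fluorescence over baseline measured at the second addition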
MrgX1 antag – human MrgX1 receptor antagonism, primary screen; Q96LB2; MRGX1-HEK293 calcium flux, Fluo-4, BAM8-22 antagonism; active compounds read low; B-score at 10 µM; hit rate 1.3% among 310,000; AID 588676;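 active means calcium-response B-score plate-corrected more than 3 library SD below zero, starting fluorescence within 5 deviations, no agonist response on first addition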;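 further: peak minus trough fluorescence over baseline after final BAM8-22 challenge near maximal dose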
* hit, by the source's call; i = inactive; nt = not tested or not shown.

SMILES	TRPC6 activator	SKKanGAS inh	RGS4 act	TRPC6 inh	HIF act	RGS4 block	TRPC4 block	MrgX1 ag	Platelet DG rel	MrgX1 PAM	MrgX1 antag
O=C(CCn1[nH]c(=O)c2ccccc2c1=O)OC1CCCCC1	i	7	i	i	-0.5	i	i	i	-1	i	i
Cc1cccc(NC(=O)Nc2cccc(F)c2)n1	i	0	i	i	2.0	i	i	i	24	i	i
CN1c2ccccc2-c2nc3ccccc3n2C1c1cccs1 (configuration not stated)	i	7	i	i	0.3	i	i	i	3	i	i
COc1ccc(CCNC(=O)COC(=O)c2cccs2)cc1OC	i	-11	i	i	0.2	i	i	i	2	i	i
CN(Cc1ccccc1)C(=O)COc1ccc(Br)cc1Cl	i	10	i	i	0.2	i	i	i	-8	i	i
C=CCNC(=O)c1ccncc1	i	-6	i	i	0.1	i	i	i	-6	i	i
CC(=O)N1CCCc2cc(S(=O)(=O)NC(C(=O)NC(C)c3ccccc3)C(C)C)ccc21 (configuration not stated)	i	1	i	i	0.1	i	i	i	0	i	i
O=C(c1cc2ccccc2oc1=O)N(Cc1ccccc1)C1CCS(=O)(=O)C1 (configuration not stated)	i	7	i	i	-27	i	i	i	3	i	i
O=C(NCc1ccccc1F)C1CCN(S(=O)(=O)c2ccccc2)CC1	i	-13	i	i	0.0	i	i	i	-8	i	i
O=C(N/N=C/C1C(c2ccccc2)C1(Cl)Cl)c1cccc(Cl)c1 (configuration not stated)	i	8	i	i	0.4	i	i	i	1	i	i
CCOCCOC(=O)CCSc1n[nH]c(=O)[nH]c1=O	i	1	i	i	0.0	i	i	i	3	i	i
Nc1cc(=O)[nH]c(SCC(=O)N2CCc3ccccc3C2)n1	i	nt	i	i	0.3	i	i	i	-1	i	i
Cn1c(CS(=O)Cc2c(Cl)cccc2Cl)nnc1SCc1ccc(Cl)cc1 (configuration not stated)	i	-5	i	i	-0.2	i	i	i	-5	i	i
CCOc1ccc2oc(C(=O)Nc3ccc(N4CCOCC4)cc3)c(C)c2c1	i	-1	i	i	-0.6	i	i	i	0	i	i
CCOC(=O)CC(NC(=O)c1ccco1)c1ccc(OC)cc1 (configuration not stated)	i	-4	i	i	-0.8	i	i	i	2	i	i
Nc1ccc2oc(=O)c(-c3ccccc3)cc2c1	i	10	i	i	0.8	i	i	i	-3	i	i
Cc1ccc(C)c2[nH]c(=O)c(CN(CCN3CCCC3)C(=O)Nc3ccc(F)cc3)cc12	i	15	i	i	0.5	i	i	i	2	i	i
O=C(CC1C(=O)NC2CCCCC2N1C(=O)c1ccc(F)cc1)Nc1ccccc1 (configuration not stated)	i	-2	i	i	-0.1	i	i	i	-3	i	-4.8*
CCOc1cccc(OCCCCn2ccnc2)c1	i	-3	i	i	-15	i	i	i	2	i	i
COC(=O)c1ccc(NC(=O)Cn2cnc3c(nnn3-c3cccc(OC)c3)c2=O)cc1	i	6	i	i	-0.1	i	i	i	-1	i	i

MrgX1 antag: what is marked active above.
Molecule	TRPC6 activator	RGS4 block	MrgX1 ag	Platelet DG rel	MrgX1 antag
O=C(CC1C(=O)NC2CCCCC2N1C(=O)c1ccc(F)cc1)Nc1ccccc1 (configuration not stated)	i	i	i	-3	-4.8*

More results
SMILES	TRPC6 activator	SKKanGAS inh	RGS4 act	TRPC6 inh	HIF act	RGS4 block	TRPC4 block	MrgX1 ag	Platelet DG rel	MrgX1 PAM	MrgX1 antag
O=C(C1CCC(=O)N(C2CC2)C1)N1CCN(c2ccc(Cl)cc2)CC1 (configuration not stated)	i	6	i	i	-0.4	i	i	i	0	i	i
O=C(NCCS(=O)(=O)N1CCC2(CC1)OCCO2)c1ccc(F)cc1	i	-9	i	i	-0.2	i	i	i	2	i	i
CCC(CC)NC(=O)COC(=O)c1ccc(NS(=O)(=O)c2ccc3c(c2)OCCO3)cc1	i	4	i	i	0.1	i	i	i	16	i	i
COc1ccc(C2NC(=O)c3ccccc3O2)cc1 (configuration not stated)	i	-1	i	i	0.6	i	i	i	-2	i	i
COc1ccc(C(=O)Nc2nnc(Cc3ccccc3)s2)c(OC)c1	i	-4	i	i	-9.2	i	i	i	2	i	i
CNC(=O)C1=NCCCc2cc(OC)c(OC)cc21	i	1	i	i	-0.5	i	i	i	0	i	i
Cc1ccnc(NS(=O)(=O)c2ccc(NC(=O)c3cc(-c4ccccc4)nc4ccccc34)cc2)n1	i	24	i	i	0.9	i	i	i	-18	i	i
C/C(=N\NC(=O)c1cccnc1)c1ccc(-c2ccccc2)cc1	i	2	i	i	1.4	i	i	i	12	i	i
Cc1cc(NC(=O)CSc2nnnn2-c2ccc(F)cc2)no1	i	-1	i	i	-0.6	i	i	i	-2	i	i
Nc1nnc(Cc2ccc(Cl)cc2)s1	i	-10	i	i	-0.5	i	i	i	5	i	i
CN1CCN(C(=O)c2cnn3c(C(F)(F)F)cc(-c4cccs4)nc23)CC1	i	1	i	i	2.7	i	i	i	6	i	i
CC(=O)N1N=C(c2ccco2)CC1c1cccs1 (configuration not stated)	i	-9	i	i	0.3	i	i	i	13	i	i
Cc1c(C(=O)NCCCN2CCOCC2)sc2nc(-c3ccccc3)cn12	i	-4	i	i	0.5	i	i	i	4	i	-7.3*
O=C(Nc1ccc(Cl)cc1)Nc1cccc(C(=O)O)c1	i	-5	i	i	-3.0	i	i	i	7	i	i
CCOC(=O)N1CCN(C(=O)/C(=C/c2cccs2)NC(=O)c2ccc(OC)c(OC)c2)CC1	i	-5	i	i	-0.4	i	i	i	-15	i	i
Cc1c(N(C(=O)CNC(=O)c2ccccc2)C2(C(=O)NC3CCCC3)CCCCC2)c(=O)n(-c2ccccc2)n1C	i	2	i	i	0.3	i	i	i	0	i	i
COc1ccc(-c2csc(NC(=O)Nc3ccccc3)n2)cc1	i	-6	i	i	1.2	i	i	i	-6	i	i
CCC(=O)N1c2ccc(S(=O)(=O)NCCc3ccc(OC)c(OC)c3)cc2CC1C (configuration not stated)	i	-5	i	i	-0.2	i	i	i	-16	i	i
CN(C)C(=O)c1cn(-c2ccc(Cl)cc2)c(=O)c2ccccc12	i	-2	i	i	-0.2	i	i	i	1	i	i
Cc1cc(NC2CCCCC2)nc(-c2ccccc2O)n1	i	-8	i	i	0.6	i	i	i	-8	i	i
O=C(N/N=C/c1ccc(O)cc1)Nc1cccc2nsnc12	i	-3	i	i	4.0	i	i	i	5	i	i
COc1ccccc1C(=O)NC(=S)N1CCCc2ccccc21	i	4	i	i	0.5	i	i	i	13	i	i
CCOC(=O)Cn1c(=S)[nH]c2c(oc3ccc(Cl)cc32)c1=O	i	1	i	i	0.4	i	i	i	1	i	i
O=C(CC1S/C(=N/N=C/c2cccnc2)NC1=O)Nc1ccccc1 (configuration not stated)	i	nt	i	i	nt	i	i	i	nt	i	i
COC(=O)[C@@]12CCCCN1[C@H](c1ccc(SC3CCCCC3)c(OC)c1)[C@@H]1C(=O)N(C)C(=O)[C@@H]12	i	29	i	i	-0.1	i	i	i	0	i	i
COc1ccc(Cl)cc1NC(=O)C1CC(=O)N(C2CCCCC2)C1 (configuration not stated)	i	-5	i	i	-0.9	i	i	i	4	i	i
CC1CCCCC1NC(=O)COC(=O)COc1ccccc1Cl (configuration not stated)	i	15	i	i	0.2	i	i	i	-3	i	i
CS(=O)(=O)N1CCN(c2ccc(NC(=O)c3ccc([N+](=O)[O-])o3)cc2)CC1	i	0	i	i	-4.4	i	i	nt	-8	nt	nt
Cc1ccccc1NC(=O)CSc1ccc(-c2ccco2)nn1	i	-3	i	i	0.3	i	i	i	-5	i	i
Cc1cc(NC(=O)COc2ccccc2C)ccc1NC(=O)c1cccs1	i	5	i	i	0.2	i	i	i	0	i	i
CCn1c(SCc2nc(N)nc(N3CCCCC3)n2)nc2c1c(=O)n(C)c(=O)n2C	i	-6	i	i	-0.1	i	i	i	0	i	i
O=C(NCCCO)C(=O)NCC(c1ccc2c(c1)OCO2)N1CCN(c2ccc(F)cc2)CC1 (configuration not stated)	i	3	i	i	-0.1	i	i	i	-5	i	i
Cc1ccc(C(=O)NC(=S)Nc2ccccc2C(F)(F)F)cc1C	i	37	i	i	0.6	i	i	i	-2	i	i
COc1ccc(C2=NN(C(=O)CSc3nnc(C)n3C)C(c3ccco3)C2)cc1 (configuration not stated)	i	2	i	i	-0.2	i	i	i	3	i	i
Cc1ccc(Nc2nnc(SCC(=O)NC3CCCc4ccccc43)s2)cc1 (configuration not stated)	i	6	i	i	0.0	i	i	i	-8	i	i
COc1ccc(NC(=O)CSc2cn[nH]n2)c(OC)c1	i	-1	i	i	0.4	i	i	i	8	i	i
CCn1c(CNC(=O)C23CC4CC(CC(C4)C2)C3)nnc1SCC(=O)Nc1nnc(C)s1	i	-4	i	i	-0.3	i	i	i	-3	i	i
OCCC1CN(Cc2cccn2-c2cccnc2)CCN1CCc1ccccc1 (configuration not stated)	i	0	i	i	-0.1	i	-5*	i	-14	i	i
COc1ccccc1NC(=O)c1c(Br)cnn1C	i	1	i	i	-0.6	i	i	i	-3	i	i
O=C(Nc1cccc(C(=O)N2CCCc3ccccc32)c1)c1ccccc1	i	4	i	i	-25	i	i	i	-12	i	i
NNC(=O)c1oc2nc(-c3ccco3)cc(-c3ccco3)c2c1N	i	20	i	i	-0.1	i	i	i	24	i	i
COc1ccc(Cl)cc1NC(=O)c1[nH]nc(OC)c1[N+](=O)[O-]	i	-45	i	i	-0.1	i	i	i	-7	i	i
Cc1ccccc1CSCCNC(=O)Nc1ccccc1	i	4	i	i	0.7	i	i	i	14	i	i
O=C(OCc1ccc([N+](=O)[O-])cc1)c1ccc2ccccc2n1	i	0	i	i	0.1	i	i	i	5	i	i
CCCn1c2ccccc2c2cnn(CC(=O)NCCCN3CCCCC3CC)c(=O)c21 (configuration not stated)	i	-1	i	i	0.0	i	i	i	1	i	i
O=C(NCc1ccc(N2CCCC2=O)cc1)NC1CCCCC1	i	1	i	i	-0.4	i	i	i	6	i	i
C/C(=N\NC(=O)COc1cccc(C)c1)c1ccc2ccccc2c1O	i	nt	i	i	nt	i	i	i	nt	i	i
